TAAR1 antag – antagonists of human TAAR1 | AID 624466 | CHO RD-HGA16 TAAR1, Fluo-8 calcium fluorescence, antagonist | inhibition, % at 3 µM | actives 1.5% (n = 360,000);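 active = inhibition above a per-plate cutoff, the mean inhibition of test compounds on that plate plus 3 SD, cut at about 49% in these data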;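 also: 0% = DMSO plus EC80 beta-PEA response and 100% = DMSO alone without agonist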
Target sequence (Q96RJ0 whole entry, looked up): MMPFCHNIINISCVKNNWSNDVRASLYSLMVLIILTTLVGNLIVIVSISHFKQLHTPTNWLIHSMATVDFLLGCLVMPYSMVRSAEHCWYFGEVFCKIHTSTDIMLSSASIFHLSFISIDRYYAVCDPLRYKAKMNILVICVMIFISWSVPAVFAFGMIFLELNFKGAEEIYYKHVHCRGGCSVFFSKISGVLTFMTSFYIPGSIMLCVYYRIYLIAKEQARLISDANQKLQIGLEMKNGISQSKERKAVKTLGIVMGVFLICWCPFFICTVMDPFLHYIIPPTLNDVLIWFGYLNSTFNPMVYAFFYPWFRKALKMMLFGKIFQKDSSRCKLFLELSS
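Assay system: RD-HGA16 CHO cells with stable hTAAR1 and Gα16 / Reagent: EC80 β-phenethylamine stimulus / Doses: 3 µM, single point / Timing: dye loading 75 min at 37 °C, then 30 min room temperature / Measured by: Fluo-8 intracellular calcium dye fluorescence, real-time kinetic reads / Controls: vehicle wells and EC80 agonist wells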
CHO parental Ca – counter-screen: ATP calcium response change in parental CHO cells; actives 0.63% (n = 330,000); parental CHO-K1, ATP-induced calcium, Fluo-8 fluorescence; inhibition, % at 5.6 µM; AID 463079;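 active = inhibition above that plate's mean sample inhibition plus 3 SD, cut at about 26% in these data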;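 also: 0% = ATP-challenged DMSO wells and 100% = DMSO wells without ATP; some compounds past the cut are filed as inactive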
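Test system: untransfected parental CHO cell line. Compound: one dose, 5.6 µM nominal. Detection: intracellular calcium via Fluo-8 no-wash fluorescent dye. Measure: % inhibition. Benchmarks: ATP-challenged DMSO wells low, unchallenged DMSO wells high.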
CHO-K1 Ca ag – nonselective activator or artifact in parental CHO-K1 cells; Fluo-8 calcium fluorescence; scaled to maximal ATP response, vehicle zero; activation, % at 3 µM; actives 0.48% (n = 360,000); AID 602248; in the data active = activation above about 15%;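 also: untransfected CHO-K1 host cells lacking M1 receptor as counterscreen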
OXTR agonist – human OXTR agonism | activation, % at 3 µM | actives 0.32% (n = 320,000) | AID 2435 | CHO-OTR cells, Fluo-8 calcium fluorescence; normalized: DMSO 0%, oxytocin 100%;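 active = activation above the mean of all tested compounds plus 3 SD, cutoff set per screening run, cut at about 20% in these data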;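 also: peak over basal fluorescence ratio from a 100 s FLIPR kinetic read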
CHO-K1 Ca PAM – counter-screen for M1 PAMs: effect in parental CHO-K1 cells | ATP EC20, Fluo-8 calcium fluorescence; 0% at ATP EC20, 100% at ATP max | activation, % at 3 µM | actives 0.02% (n = 360,000);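 active = activation above the run cutoff, the mean activation of all test compounds plus 3 SD, cut at about 40% in these data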;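 also: peak over basal fluorescence ratio in a 140 s read after ATP addition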
OXTR potentiator – potentiators of human oxytocin receptor; actives 0.061% (n = 320,000); AID 2445; P30559; CHO-OTR cells, Fluo-8 calcium fluorescence, potentiator mode; 0% = oxytocin EC15, 100% = EC100; activation, % at 3 µM;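 active = activation above that plate's cutoff, the mean activation of tested compounds plus 3 SD, cut at about 6.6% in these data, passing the limit was not always enough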;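 also: 100% uses oxytocin at 75 nM as the full agonist control; some results filed as inactive read as strong as hits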
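test system = CHO-OTR cells, human receptor | compound = single-point 3.0 µM | schedule = 6 min compound pre-incubation at room temperature, 100 s kinetic read | signal = Fluo-8 no-wash calcium dye fluorescence, excitation 470-495 nm, emission 515-575 nm | repeats = single well per compound, singlicate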
V1aR counter – V1a receptor agonism, counter-screen for OXTR agonists; activation, % at 3 µM; P37288; actives 0.25% (n = 320,000); CHO-V1R cells, Fluo-8 calcium fluorescence, agonist mode; 0% DMSO, 100% 3 nM vasopressin;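 active = activation above the mean activation of all tested compounds plus 3 SD, per screening run, cut at about 20% in these data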;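 also: signal is peak over basal fluorescence ratio across a 100 second FLIPR read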
Target sequence (P37288 whole entry, looked up): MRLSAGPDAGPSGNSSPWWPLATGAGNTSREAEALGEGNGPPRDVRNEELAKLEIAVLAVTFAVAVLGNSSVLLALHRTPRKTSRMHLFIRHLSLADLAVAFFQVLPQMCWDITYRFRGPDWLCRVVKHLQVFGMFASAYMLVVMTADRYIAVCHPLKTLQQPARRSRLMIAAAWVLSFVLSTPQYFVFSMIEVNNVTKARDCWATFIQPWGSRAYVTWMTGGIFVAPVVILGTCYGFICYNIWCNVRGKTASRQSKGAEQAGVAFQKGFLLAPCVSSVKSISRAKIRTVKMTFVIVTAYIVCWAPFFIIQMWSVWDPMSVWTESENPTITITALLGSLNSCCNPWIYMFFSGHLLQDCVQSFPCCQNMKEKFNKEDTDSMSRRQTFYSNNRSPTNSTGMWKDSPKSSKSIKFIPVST
CHO-K1 Ca antag – nonselective inhibitor or artifact in parental CHO-K1 cells. ATP-induced calcium, Fluo-8 fluorescence. inhibition, % at 3 µM. actives 0.6% (n = 360,000). AID 602250;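 active = inhibition above a per-plate cutoff, the plate's mean sample inhibition plus 3 SD, cut at about 24% in these data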;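 also: 0% = DMSO plus EC80 ATP and 100% = DMSO alone without ATP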
GPR7 antag – blocks human GPR7 receptor signaling. P48145. GPR7-expressing cells, fluorescence antagonist assay. inhibition, % at 4.4 µM. actives 1.1% (n = 290,000); in the data active = inhibition above about 16%, passing the limit was not always enough;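 also: cells stimulated with the agonist NPW; 0% = agonist with vehicle and 100% = vehicle without agonist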
Target sequence (P48145 whole entry, looked up): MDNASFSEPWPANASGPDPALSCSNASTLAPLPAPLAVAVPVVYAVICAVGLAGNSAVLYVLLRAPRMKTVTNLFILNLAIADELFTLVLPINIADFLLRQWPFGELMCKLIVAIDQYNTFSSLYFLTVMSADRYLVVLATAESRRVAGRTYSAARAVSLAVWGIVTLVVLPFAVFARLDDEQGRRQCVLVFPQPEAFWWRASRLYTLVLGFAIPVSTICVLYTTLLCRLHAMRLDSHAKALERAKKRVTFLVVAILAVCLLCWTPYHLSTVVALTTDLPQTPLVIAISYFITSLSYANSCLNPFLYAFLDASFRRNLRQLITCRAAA
* hit, by the source's call; x = no result given.

SMILES	TAAR1 antag	CHO parental Ca	CHO-K1 Ca ag	OXTR agonist	CHO-K1 Ca PAM	OXTR potentiator	V1aR counter	CHO-K1 Ca antag	GPR7 antag
COc1ccc(S(=O)(=O)N(C)CC(=O)NCc2ccccc2)cc1OC	92*	-16	0.6	-1.3	-4	3	0.7	-6	-10
Cc1ccc(-c2csc(=S)[nH]2)cc1	5	14	0.5	-0.2	11	-10	-1.4	-5	4
CCn1c(SCC(=O)NC2CCCC2)nnc1-c1ccccn1	-12	-10	2.3	0.5	9	-3	0.0	-11	-5
CCCc1cc(C(=O)NCc2ccccc2)no1	-30	-5	-0.3	-1.3	3	0	0.4	-6	-8
COc1ccc(C(=O)Nc2nnc(-c3cccs3)s2)cc1	4	-5	0.2	3.2	6	-11	1.9	-4	-6
N#Cc1c(N)nc2c3c(sc(=N)c2c1N)NC(=O)CC3c1c(F)cccc1Cl (stereo unspecified)	1	-19	0.4	-0.1	18	-5	0.3	6	9
O=C(NCC1CCCN(Cc2cccc(OCCO)c2)C1)c1ccc(F)cc1 (stereo unspecified)	-25	-21	1.0	-0.7	17	-9	-0.4	1	-14
COc1ccc(-n2c(=O)n(Cc3ccccc3)c(=O)c3[nH]cnc32)cc1	-2	-8	1.1	0.5	10	-12	-0.5	-8	8
COc1ccc(NC(=O)Cn2nnc(-c3ccccc3NC(=O)c3ccco3)n2)cc1	8	-6	0.1	0.6	10	-9	-0.8	-6	-15
Cc1ccccc1OCC(=O)OCC(=O)c1ccc[nH]1	-7	-10	0.5	0.5	4	-4	0.3	-3	x
COc1ccc(C(=O)CSc2nnc(CN3CCCCC3)n2-c2ccc(F)cc2)cc1	17	-10	20*	10	27	-17	18	-7	9
CSc1nc(N2CCN(c3ccccc3Cl)CC2)c2ccccc2n1	-36	-11	0.3	-1.0	-1	-3	-1.0	-10	-13
CCOC(=O)CCCN1CC(O)=C(c2nc(-c3ccc(Cl)cc3)cs2)C1=N	-34	-13	-0.1	-1.5	6	-3	0.1	-9	-10
CCN(Cc1ccccc1)C(=S)NC(=O)c1ccccc1Br	-2	-18	-0.7	-2.3	-8	-6	-0.9	-7	1
COc1ccc(NC(=O)CNC(=O)N2CC(=O)Nc3ccccc32)cc1OC	-13	-15	0.2	-0.1	19	-5	0.0	-22	-7
Cc1[nH]c2ccccc2c1C(=O)COC(=O)c1nccnc1N	18	2	2.3	1.3	9	-7	-0.3	-7	x
CC(C)OC(=O)c1ccc2nc3ccccc3nc2c1	-7	-8	0.6	-0.9	5	-1	-0.8	-14	-10
O=C(C1=C[C@H](c2ccc3c(c2)OCO3)C[C@H](OCCCCO)O1)N1CCOCC1	14	-2	0.1	0.3	-12	5	0.7	-6	11
Cc1nc(NC(=O)COC(=O)c2ccc(CO)cc2)c(Cl)cc1Cl	3	-1	1.2	1.5	-1	-9	0.1	-10	x
O=C(C1CC(=O)N(c2ccc(F)cc2)C1)N1CCOCC1 (stereo unspecified)	-7	11	0.9	1.5	11	1	0.0	-11	-10
COCCN(CCOC)C(=O)c1ccc(NS(=O)(=O)c2ccc3[nH]c(=O)[nH]c3c2)cc1	-8	-5	-0.1	0.8	2	0	0.6	-3	0
CCCCn1c(N)c(N(CCOC)C(=O)C2CCN(C(=O)c3ccccc3C)CC2)c(=O)[nH]c1=O	-14	-4	0.8	0.8	8	2	-0.1	-3	x
CCCCn1c(N)c(N(CC(C)C)C(=O)C2CCN(S(=O)(=O)c3ccc(Cl)cc3)CC2)c(=O)[nH]c1=O	1	-16	0.6	-0.5	-4	-6	-0.2	-8	x
COc1ccc(OC)c(-c2cc(C(=O)NCc3ccco3)no2)c1	20	-17	-0.7	-1.7	-8	2	-1.1	11	-17
CN(C(=O)CS(=O)(=O)Cc1ccccc1Cl)c1ccccc1	20	2	-0.3	0.0	-13	-19	0.5	19	-9

(more compounds)
SMILES	TAAR1 antag	CHO parental Ca	CHO-K1 Ca ag	OXTR agonist	CHO-K1 Ca PAM	OXTR potentiator	V1aR counter	CHO-K1 Ca antag	GPR7 antag
CCOc1ccc(NC(=O)C2CCCN(S(C)(=O)=O)C2)cc1 (stereo unspecified)	5	1	-0.2	0.6	8	5	1.3	-4	-15
Cc1cc(C)c(NC(=O)CSc2ccc3nnc(CCNC(=O)c4ccccc4)n3n2)c(C)c1	9	-16	0.8	-2.1	25	-2	-1.2	-10	2
CC(C)N(C)Cc1nnnn1CC(=O)NCc1cc(F)cc(C(F)(F)F)c1	-18	x	0.9	x	23	x	x	-15	-7
COc1ccc(N2CCN(C(=O)c3ccc(-c4ccccc4)cc3)CC2)cc1	-7	-10	0.4	-0.6	2	-3	-0.5	-15	7
COc1ccc(NC(=O)C2CCCN2S(=O)(=O)c2cccc3nsnc23)c(OC)c1 (stereo unspecified)	x	-23	0.9	0.5	18	-4	0.4	-11	-13
CC(C)N(CCC(=O)c1ccc2ccccc2c1)Cc1ccccc1	48	6	0.6	0.8	-3	0	0.3	3	x
COc1ccc(N2CCN(CC(O)COc3ccc(C)cc3C)CC2)cc1 (stereo unspecified)	-34	-11	5.8	4.5	6	-18	5.8	-16	8
COc1ccccc1N1CCN(/N=C/C=C/c2ccccc2[N+](=O)[O-])CC1	27	5	2.5	-0.8	-20	-10	0.2	13	-22
CCNC(=S)N1CCC(C(=O)c2ccc(Cl)cc2)CC1	-30	-6	4.4	2.6	1	-11	5.4	-10	3
Cc1onc(-c2c(F)cccc2Cl)c1C(=O)NCc1ccc(F)cc1	-11	-5	0.6	-1.9	3	-5	0.6	-18	-11
CCCCS(=O)CC(COc1ccc(Cl)cc1)OC(=O)c1ccccc1 (stereo unspecified)	41	-14	1.0	-0.2	16	-7	1.3	3	-5
CCCc1nnc(N2C(=O)c3cccc4cccc(c34)C2=O)s1	-6	-2	-0.5	-2.7	6	-6	-0.6	0	10
O=C(Nc1cc(F)cc(F)c1)c1ccc(NCCCN2CCCCCC2)c([N+](=O)[O-])c1	-24	-7	-0.8	-1.1	3	-9	-0.4	-2	3
CC(=O)c1cccc(NC(=O)c2ccc(NS(C)(=O)=O)cc2)c1	-6	5	0.4	1.3	9	-1	1.3	-8	-14
O=C(NCc1ccc2c(c1)OCO2)c1cccc(Cl)c1	7	-20	0.1	-0.5	11	-2	-0.6	-10	0
Nc1[nH]c(C(=O)c2ccccc2)c(-c2ccncc2)c1C(=O)NC1CC1	-9	x	0.1	x	11	x	x	0	x
O=C(CSc1nc2[nH]ncc2c(=O)[nH]1)Nc1ccccc1C(F)(F)F	-8	-15	-0.2	-0.1	-9	3	-1.3	12	x
O=C(O)CCn1ccnc1-c1ccccc1	-27	1	0.0	0.6	4	-13	0.2	3	-21
CC(=O)NC(=S)Nc1ccc(S(=O)(=O)N(C)Cc2ccccc2)cc1	48	-9	7.4	0.1	6	-12	3.0	5	0
COc1ccc(S(=O)(=O)N2CCOCC2)cc1NC(=O)CSc1n[nH]c(C(C)C)n1	12	3	0.3	-0.2	15	1	-0.3	4	-6
COC(=O)c1ccc(N2C(=O)CC(SCC(=O)Nc3ccc(OC)cc3)C2=O)cc1 (stereo unspecified)	-28	11	2.0	-0.2	20	-13	-0.2	-5	9
CC1CCCCC1NC(=O)COC(=O)c1ccccc1NC(=O)c1ccco1 (stereo unspecified)	15	-11	0.1	-2.0	15	-8	-1.9	9	9
CCOC(=O)c1sc(=NC(=O)c2cccs2)n(C)c1C	-7	-7	-0.1	-1.5	3	4	-0.5	2	4
Cc1ccc(O)c(NC(=O)c2cc([N+](=O)[O-])ccc2Cl)c1	3	16	0.9	-0.7	-15	-2	-0.7	-1	-7
O=[N+]([O-])c1ccc(-c2csc(COc3ccccc3)n2)cc1	6	x	-0.1	x	22	x	x	16	x

New compounds follow:
SMILES	TAAR1 antag	CHO parental Ca	CHO-K1 Ca ag	OXTR agonist	CHO-K1 Ca PAM	OXTR potentiator	V1aR counter	CHO-K1 Ca antag	GPR7 antag
CCOC(=O)C1CCN(S(=O)(=O)c2cc(Br)cc3c2N(C(=O)C2CC2)CC3)CC1	0	-14	0.5	-1.6	-7	-9	-0.3	22	-1
Cc1ccc(NCCC(=O)c2cccs2)cc1Cl	11	-13	0.1	-2.3	14	-17	-1.2	-4	9
CC(=O)Nc1ccc(NC(=O)C(C)OC(=O)[C@@H]2CCCN2C(=O)c2cccs2)cc1 (stereo partly specified)	26	-7	1.4	0.8	-3	5	0.6	-10	x
CC(C)C(=O)N1CCN(c2ccc(NC(=O)c3cccs3)cc2Cl)CC1	30	-7	8.9	4.3	7	-19	7.8	-9	-3
Cc1ccn2cc(-c3cccc(S(=O)(=O)N4CCCCC4)c3)nc2c1	-10	-25	0.9	-1.4	20	-5	1.5	-23	-1
COc1ccc(OCc2nnc(SCC(=O)N3CCCCC3)o2)cc1	-10	-17	0.1	0.2	-5	2	0.1	-15	-8
COc1cc(C#Cc2c(-c3cncn3C)n(C)c3ccc(-c4cnc(OC)nc4)cc23)cc(OC)c1	73*	20	2.7	0.8	-4	-5	-1.2	-4	x
O=C(NCc1cccnc1)Nc1cccc(Cl)c1Cl	-29	-1	0.3	-0.9	-11	-1	0.2	6	-12
O=C(NCCCN1CCOCC1)/C(=C/c1ccco1)NC(=O)c1ccccc1	-26	-5	0.7	0.2	2	-5	-0.7	-7	-14
O=C(NC1CCCCCCC1)C1CCN(c2nc3ccccc3o2)CC1	2	-18	4.0	3.1	18	-3	4.9	-16	-12
COc1ccc(NC(=O)CSc2nnc(-c3ccccc3C)n2N)cc1OC	-8	4	0.2	-0.4	6	-4	0.2	2	-2
CCc1nc2c(OCc3ccc(C(F)(F)F)cc3)cccn2c1N(C)C(=O)C(C)C	-29	x	-0.2	x	-5	x	x	-4	x
CN(C)CCCNCCCNC(=O)/C=N/O	-2	-6	0.8	0.3	17	3	0.0	-22	-3
O=C(OCc1ccccc1)N1CCC2CC1c1c(-c3ccc(C(F)(F)F)cc3)cccc12 (stereo unspecified)	2	x	0.1	x	17	x	x	-10	x
O=C(NC(c1ccccc1)c1ccccc1)N1CCOCC1	4	-16	0.6	0.5	19	-5	1.5	-15	-12
COc1ccccc1Nc1nc(NCCO)nc(N2CCCC2)n1	-8	-13	-0.3	-0.6	7	-13	-1.4	-15	x
O=[N+]([O-])c1ccccc1/C=C/C=N/n1c(-c2ccc(Cl)cc2)n[nH]c1=S	-15	-2	-0.2	-0.1	3	-6	-1.3	-14	14

Shown as a hit in TAAR1 antag (from the list above):
structure,TAAR1 antag,OXTR potentiator,GPR7 antag
COc1ccc(S(=O)(=O)N(C)CC(=O)NCc2ccccc2)cc1OC,92*,3,-10
COc1cc(C#Cc2c(-c3cncn3C)n(C)c3ccc(-c4cnc(OC)nc4)cc23)cc(OC)c1,73*,-5,x

Screening data from PubChem BioAssay.
